# Cav3 T inh – blocks human Cav3.2 T-type calcium channel. O95180. actives 4% (n = 100,000). Cav3.2-expressing cells, Fluo-4 calcium fluorescence FDSS; stronger effect = lower value. B-score at 10 µM;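 active = single-dose well whose peak fluorescence ratio is a statistical outlier from its plate by either plate-standardised score or position-corrected B-score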
# The depositor's hits bear a star.
Structure | Cav3 T inh
O=C(Cn1nc(-c2ccccc2)nc1-c1ccccc1)OC1CCCCC1 | -1.9
CCSCCOC(=O)C1=C(C)NC(=O)NC1c1ccccc1 (stereo not given) | 0.31
COc1ccc(NC(=O)C2CCN(Cc3cnn(-c4ccccc4)c3-n3cccc3)CC2)cc1OC | -1.5
Cc1nnc(SCCn2c(N3CC(C)CC(C)C3)nc3c2c(=O)n(C)c(=O)n3C)s1 (stereo not given) | 1.2
Clc1ccccc1Cn1nnc2c(Nc3ccccc3)ncnc21 | -0.26
COc1cc(NS(=O)(=O)c2ccc(NS(=O)(=O)c3ccccc3)cc2)nc(OC)n1 | 0.62
CC1CCN(C(=O)CN(C)S(=O)(=O)c2cccc3nsnc23)CC1 | 0.9
COc1ccccc1-n1c(SCC(=O)O)nnc1-c1ccc(S(=O)(=O)N2CCCCC2)cc1 | 0.086
Cc1ccc(S(=O)(=O)NC(=O)Nc2nnc(C3CC3)s2)cc1 | 0.046
CC1(C)Cc2ccccc2C(/C(=N/O)C(N)=O)=N1 | -2.3
O=C(COc1ccccc1)Nc1ccc2c(c1)nc1n2CCSC1 | 1.5
Cc1ccccc1-n1nnnc1SCC(=O)Nc1ccc(S(=O)(=O)N2CCCC2)cc1 | -1.5

# Some of these compounds in order of the Cav3 T inh value, ascending.
mol | Cav3 T inh
CC1(C)Cc2ccccc2C(/C(=N/O)C(N)=O)=N1 | -2.3
Cc1ccccc1-n1nnnc1SCC(=O)Nc1ccc(S(=O)(=O)N2CCCC2)cc1 | -1.5
COc1ccccc1-n1c(SCC(=O)O)nnc1-c1ccc(S(=O)(=O)N2CCCCC2)cc1 | 0.086
Cc1nnc(SCCn2c(N3CC(C)CC(C)C3)nc3c2c(=O)n(C)c(=O)n3C)s1 (stereo not given) | 1.2
O=C(COc1ccccc1)Nc1ccc2c(c1)nc1n2CCSC1 | 1.5

# (more compounds)
Structure | Cav3 T inh
O=C(Nc1ccc(Br)cc1)/C(=C/c1cccc([N+](=O)[O-])c1)NC(=O)C1CCCCC1 | -1.4
CCc1ccc2[nH]c(=O)c(C(c3nnnn3CCOC)N3CCN(c4ccc(F)cc4)CC3)cc2c1 (stereo not given) | -5.7*
CCCn1nc2cc(C(=O)NCc3ccc4c(c3)OCO4)ccc2c1OCC | 0.74
O=C1C(SC(F)(F)C(F)F)=C(C(F)(F)F)OC2C3C=CC(C3)C12 (stereo not given) | -0.005
Cn1cccc1C(=O)NC(=O)COC(=O)c1ccccc1Sc1ccccc1C#N | 0.17
Cc1ccc(OC(=O)c2cc3ccccc3o2)cc1 | 0.21
CC(C)Sc1nc2c(cnn2-c2ccc(F)cc2)c(=O)[nH]1 | -0.096
O=C(CSCc1ccc(F)cc1)N1CCN(c2ccccc2)CC1 | -1.5
Cc1cc(C)cc(-n2nnc(C(=O)NCc3ccc(Cl)cc3)c2N)c1 | -1.1
COC(=O)C1=C(C(=O)OC)[C@@H]2N(C)c3ccc(OC)cc3[C@@]23C[C@@H](C(=O)OC)N(C(=O)CC(C)C)C3=N1 | -1.1
CCN1CCc2c(C#N)c(N3CCCCC3)nc(NCc3ccccc3)c2C1 | -1.4
O=C1CSC(c2cccc(F)c2)N1c1ccc(O)cc1 (stereo not given) | 0.14
CCCC(NS(=O)(=O)c1ccc(OC)cc1)C(=O)O (stereo not given) | 0.71
COc1cc(CNC(=O)c2ccc(Cn3nc(C)c(Cl)c3C)o2)cc(OC)c1 | -3.6
S=C(c1ccc(-c2cccc(Cl)c2)o1)N1CCOCC1 | -1.9
CCOc1ccc(C(=O)c2ccc(OCC)c(N)c2)cc1N | 0.18
COc1ccccc1N1CCN(S(=O)(=O)Cc2ccccc2Cl)CC1 | -0.3
O=C(CSc1nnnn1-c1cccc2c1CCCC2)N1CCCC1 | 1
Cc1cc(C)n(-c2ccc(C(=O)Nc3ccc(N4CCOCC4)cc3)cc2)n1 | 0.62
Cc1ccc(C(=O)NC(NC(=O)c2ccc(C)cc2)C(Cl)Cl)cc1 | -1.1
CN(C)CCNC(=O)c1ccccc1 | -0.3
O=C1C2CC=C(Cl)CC2C(=O)N1CCCCCCN1C(=O)C2CC=C(Cl)CC2C1=O (stereo not given) | 1.2
COCCn1c(C)cc(C(=O)COC(=O)c2ccc(-n3nc(C)cc3C)cc2)c1C | -0.021
O=C(NCCN1CCOCC1)c1ccc(Cl)cc1[N+](=O)[O-] | 0.22
CCC1CCCCN1CCNS(=O)(=O)c1ccc2c(c1)CCN2C(C)=O (stereo not given) | 0.1
O=c1oc2ccccc2n1CCCOc1ccccc1 | -0.31
CCN(CC)CCCN1C(=O)C(O)=C(C(=O)c2ccco2)C1c1ccc(C)o1 (stereo not given) | 0.7
CNC(=O)C1=C(C)Nc2nc3ccccc3n2C1c1cccc(OC)c1 (stereo not given) | 1.1
O=C(NNc1ccc([N+](=O)[O-])cc1)C12CC3CC(CC(C3)C1)C2 | -0.65
CCCCSc1ccc2nc(-c3ccc(C#N)cc3)cn2c1 | -1.5
CCCCNC(=O)c1onc(CSc2cccc(F)c2)c1C(=O)O | -0.62
O=c1c2ccccc2cnn1-c1ccc(Br)cc1 | 1.2
CCOC(=O)N1CCN(c2c(NCCc3ccccc3)c(=O)c2=O)CC1 | 0.39
COc1ccccc1NC(=O)CN(Cc1ccccc1)S(C)(=O)=O | -0.14
CC(=O)N1CCc2cc(S(=O)(=O)NCCC(=O)Nc3cccc(C)c3)ccc21 | 0.66
CCOC(=O)N1C2=NC(C(=O)OC)=C(C(=O)OC)[C@@H]3N(C)c4ccccc4[C@]23C[C@H]1C(=O)OC | 0.39
COC(C[C@@H]1O[C@H]1[C@@H](O)[C@@H](C)OCc1ccccc1)OC | 0.002
CC(=O)C1=NN(c2ccccc2)C(c2cccs2)N1c1ccccc1 (stereo not given) | -1.6
CCOc1ccccc1NC(=O)Cn1cnc2c(nnn2-c2cccc(OC)c2)c1=O | -0.14
COC(=O)c1ccccc1NC(=O)COC(=O)c1ccc(C)c(NC(=O)c2ccco2)c1 | -1.1
O=C(c1cc(Cl)cc(Cl)c1)N1CCC(=O)N(C(COCc2ccccc2)Cc2ccccc2)CC1 (stereo not given) | -2.8
Cc1ccc(C(=O)CSc2nnc(COc3cccc(C)c3)o2)cc1 | -0.084
COc1ccc2[nH]c(=O)c(-c3noc(-c4ccccc4)n3)cc2c1 | -0.00033
N#Cc1nc(Cc2ccccc2)oc1N1CCC(C(N)=O)CC1 | -0.81
O=C(Nc1ccc2nn(-c3ccccc3)nc2c1)c1ccc2c(c1)OCO2 | 0.042
CC(C)COc1cc(=O)[nH]c(SCC(C)C)n1 | -2
Cc1ccc(-c2ccc(C3C(C#N)=C(N)Oc4n[nH]c(C)c43)o2)cc1 (stereo not given) | 0.47
Cc1nc2cc(NC(=O)NCc3ccccc3)ccc2o1 | 0.41
CN(C)c1ccc(CN(C(=O)c2ccco2)C2CCS(=O)(=O)C2)cc1 (stereo not given) | 1.6
COc1ccc2c(c1OC)C(=O)OC2CC(=O)c1ccc2c(c1)OCO2 (stereo not given) | 0.22
CCC1S/C(=C(\C#N)C(=O)NCc2ccco2)N(c2ccc(F)cc2)C1=O (stereo not given) | 1.7
CCOC(=O)c1cc2sc(C)cc2n1CC(=O)Nc1cccc(C)c1C | -1.6
O=C(NCc1ccccc1)NC1(C(=O)N2CCCC2)CCCCC1 | 0.93
COc1ccc(CNC(=O)C2CSC(c3ccc(OC)cc3)N2C(C)=O)cc1 (stereo not given) | -0.27
N#Cc1c(N)nc(SCc2ccncc2)c(C#N)c1-c1cccs1 | -1.2
COc1ccc(CCNC(=O)CN2CCN(c3cccc(Cl)c3)CC2)cc1OC | -0.27
CCN1C(=O)CC(N2CCOCC2)C1=O (stereo not given) | -0.43
OCCCn1c(CCNc2nc(-c3ccc(Cl)cc3)cs2)nc2cc(C(F)(F)F)ccc21 | -0.68
Cc1nn(C)c(C)c1NC(=O)CSc1nc(Cc2ccccc2)nc2c1cnn2-c1ccccc1 | -0.95
O=C(CSc1nnnn1C1CCCCC1)N1CCCC1 | 1

# Later entries
Structure | Cav3 T inh
COc1ccc(-c2[nH]ncc2-c2cnc(C)s2)c(O)c1 | -0.47
O=C(O)C1Nc2ccc(OC(F)(F)F)cc2C2C=CCC12 (stereo not given) | 1.3
CCC1(C)COC2(OC1)C(=O)Nc1ccccc12 (stereo not given) | -0.037
O=C(CCCNC(=O)/C(=C\c1ccccc1F)NC(=O)c1ccccc1)OCc1ccccc1 | -2.4
COc1ccc2c(C(=O)CN3CC(C)OC(C)C3)c[nH]c2c1 (stereo not given) | 1.2
O=C(Cn1nc(-c2ccc(Cl)cc2)c2ccccc2c1=O)NCC1CCCO1 (stereo not given) | -0.049
Cc1ccc(S(=O)(=O)N2CCCC(C(=O)NCCCN3CCCCC3C)C2)cc1 (stereo not given) | -0.43
CCc1c(C)sc(NC(=O)c2cnn3cccnc23)c1C#N | 0.19
NC(=O)CC(NC(=O)Cc1cccc2ccccc12)c1ccc(NC2CCCCC2)c([N+](=O)[O-])c1 (stereo not given) | -0.42
O=C(NCCN1CCCCCC1)c1ccc(CS(=O)(=O)c2ccc(Br)cc2)o1 | 0.77
Cc1ccc(N(C)C(=O)c2ccc3c(Cl)c4c(nc3c2)CCC4)cc1C | -5.5*
CCN(CC)C(=O)CSc1nc2c(sc(=S)n2Cc2ccco2)c(=O)n1-c1ccccc1 | -2.7
Nc1c(S(=O)(=O)c2ccccc2)cnc2c(-c3ccc(F)cc3)cnn12 | 0.11
CCc1cc2c(SCC(=O)c3ccccc3)ncnc2s1 | -0.6
CC(NC(=O)NC1CCCCC1)C(c1cccs1)N1CCN(C)CC1 (stereo not given) | 0.99
Cc1ccc(SCCC(=O)NCCSCc2ccccc2C)cc1 | -7.6*
CC1CCN(c2nnc(NC(=O)Cn3c(=O)oc4ccccc43)s2)CC1 | 0.74
COc1ccc(Nc2nc(NCCO)nc(OC)n2)cc1 | 0.44
CS(=O)(=O)N(CC(N)=O)Cc1ccc(Cl)cc1 | -0.033
COc1ccc(/C=N/NC(=O)Nc2cccc3nsnc23)c(OC)c1 | -0.36
COC(=O)c1c(C)[nH]c(C(=O)CN2CCOCC2)c1C | 0.0053
CCCCCN1C/C=C\C(c2ccc(OC)cc2)N(Cc2ccc(F)cc2)C(=O)C1 (stereo not given) | 0.35
c1ccc2[nH]c(CSc3ncnc4c3oc3ccccc34)nc2c1 | -3
O=C(COc1ccc2ccccc2c1)Nc1cccc2cccnc12 | -1.3

# By substructure: the entries above with a CF3 group (3)
Structure | Cav3 T inh
O=C1C(SC(F)(F)C(F)F)=C(C(F)(F)F)OC2C3C=CC(C3)C12 (stereo not given) | -0.005
OCCCn1c(CCNc2nc(-c3ccc(Cl)cc3)cs2)nc2cc(C(F)(F)F)ccc21 | -0.68
O=C(O)C1Nc2ccc(OC(F)(F)F)cc2C2C=CCC12 (stereo not given) | 1.3

# Additional entries
Structure | Cav3 T inh
Cn1nc(C(F)(F)F)c2cc(NC(=O)OCC(C)(C)C)sc21 | -2.2
CC(=O)Nc1nnc(CCN2CCCCC2)s1 | -0.74
Cn1nnnc1SCC(=O)NC(C)(C)C | 0.39
COc1ccc(CCC(=O)Nc2cc(Cl)ccc2N2CCN(C)CC2)cc1 | -0.021
CCOC(=O)N1CCN(C(=O)CSc2nnc(-c3cc(OC)cc(OC)c3)o2)CC1 | 0.88
O=C(CC(c1ccco1)S(=O)(=O)c1ccccc1)c1ccc(F)cc1 (stereo not given) | 0.59
CC(=O)CC(=O)Nc1cccc2c1CCCC2 | -0.49
COC(=O)CCCC1=CC2=C(c3ccccc3)C(=O)C(C)(OC(=O)C3CCCC3)C(=O)C2=CN1CCN1CCOCC1 (stereo not given) | 0.13
CCOc1ccc(C(=O)Nc2c3c(nn2-c2ccc(F)cc2)CS(=O)C3)cc1 (stereo not given) | 0.021
CCCn1c(NCc2cc(OC)ccc2OC)nc2ccccc21 | -4.8*
CN1CCN(S(=O)(=O)c2ccc(Cc3ccc(S(=O)(=O)N4CCN(C)CC4)cc3)cc2)CC1 | 1.1
CN1C(=O)C(O)(CC(=O)c2ccccc2O)c2cc(Br)ccc21 (stereo not given) | -0.25
CCn1cc(S(=O)(=O)CC(=O)Nc2cccc(C)c2)c2ccccc21 | -0.13
Nc1nc2sc3c(c2cc1C(=O)N1CCOCC1)CCCC3 | -0.022
O=C(O)C1CCCN1c1ncnc2c1oc1ccccc12 (stereo not given) | 0.45
Cc1cccc(NC2(C(F)(F)F)N=C(c3ccccc3)NC2=O)n1 (stereo not given) | -0.93
COC(=O)c1c(-n2c(C)cc(C=O)c2C)sc2c1CCCC2 | -2.5
Cc1cc2c(c(=O)n1Cc1cccnc1)C(Cc1ccccc1)C(C#N)=C(N)O2 (stereo not given) | 1.8
CC(C)CC1(C)NC(=O)N(CC(=O)NC(=O)Nc2ccc3c(c2)OCCO3)C1=O (stereo not given) | -0.22
O=C(O)C1C2C=CC(O2)C1C(=O)NCc1ccccc1Br (stereo not given) | -0.16
CCCCCCCSc1nsc(N)n1 | -1.8
COc1cccc(N2CC(C(=O)NC3CCCCC3)CC2=O)c1 (stereo not given) | 0.7
COc1ccc(OC)c(S(=O)(=O)NCc2cn3cccc(C)c3n2)c1 | 0.056
C=CCNC(=O)c1ccc(N(C)S(=O)(=O)c2ccc(OC)cc2)cc1 | -0.28

# Two consecutive records out of the list so far:
Structure | Cav3 T inh
COc1ccc(OC)c(S(=O)(=O)NCc2cn3cccc(C)c3n2)c1 | 0.056
C=CCNC(=O)c1ccc(N(C)S(=O)(=O)c2ccc(OC)cc2)cc1 | -0.28

# The listing continues:
Structure | Cav3 T inh
O=C(Oc1cccc2c(OC(=O)N3CCCC3)cccc12)N1CCCC1 | -1.9
Cc1ccc(C(C(=O)NC2CCCC2)N2CCCC(C)C2)cc1 (stereo not given) | 0.39
CC(C)c1ccc2nc3sc(C(=O)N4CCc5ccccc5C4)c(N)c3cc2c1 | -0.38
CCOC(=O)c1cccc(NC(=O)CSc2nnnn2C)c1 | 0.96
CCc1ccc(NCc2cc3c(C)nn(-c4ccccc4)c3[nH]c2=O)cc1 | 0.018
CCOC(=O)C1=C(c2ccccc2)OC(N)=C(C#N)C1C1CCCCC1 (stereo not given) | 0.063
COCCn1c(=O)[nH]c2cc(C(=O)NCCN3CCN(c4cccc(Cl)c4)CC3)ccc2c1=O | 1.4

# Screening results (PubChem)

# These rows are one share of the data; the hit share may differ from the screen's.
